Compound activity deposited in PubChem BioAssay by Sanford-Burnham Center for Chemical Genomics.
SENP8 block-1 – blocks the human protease SENP8; Q96LD8; purified SENP8, Z-RLRGG-aminoluciferin cleavage, luminescence; inhibition, % at 10 µM; 1.2% of 330,000 active; AID 2540; in the data active means inhibition above about 50%
Target sequence (Q96LD8 whole entry, looked up): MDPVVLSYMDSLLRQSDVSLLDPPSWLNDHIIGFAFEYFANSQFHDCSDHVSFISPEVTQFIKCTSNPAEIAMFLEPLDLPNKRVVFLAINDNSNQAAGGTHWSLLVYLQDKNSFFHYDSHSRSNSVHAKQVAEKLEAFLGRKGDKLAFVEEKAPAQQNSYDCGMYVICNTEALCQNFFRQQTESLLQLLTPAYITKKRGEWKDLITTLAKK
SENP1 FRET inh – inhibitors of human SENP1 SUMO protease catalytic domain; AID 624204; recombinant SENP1 catalytic domain, CyPet-SUMO1-YPet FRET cleavage; inhibition, % at 10 µM; 0.21% of 360,000 active; Q9P0U3;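 active means inhibition at least 30% at 10 µM, raw YFP signal under a set limit, fluorescence ratio 0.5 to 1.5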;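 further: 0% = enzyme with DMSO and 100% = no enzyme wells; some results filed as inactive read as strong as hits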
Target sequence (Q9P0U3 419-644 limits assumed): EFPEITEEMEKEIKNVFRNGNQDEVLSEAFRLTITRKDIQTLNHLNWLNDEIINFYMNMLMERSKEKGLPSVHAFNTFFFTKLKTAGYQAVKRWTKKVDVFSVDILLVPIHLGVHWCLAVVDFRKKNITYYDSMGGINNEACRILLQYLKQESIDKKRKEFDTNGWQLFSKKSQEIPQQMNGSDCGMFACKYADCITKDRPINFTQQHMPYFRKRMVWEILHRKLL
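Test system: human SENP1 catalytic domain; medium: Tris pH 8 buffer plus EDTA, NaCl, BME, BSA, NP40, catalase; incubation: 50 min reaction at room temperature; technique: FRET, CFP and YFP emission; controls: no-enzyme low control and enzyme-plus-DMSO high control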
SENP6 block – blocks the human protease SENP6; Recombinant SENP6 catalytic domain, aminoluciferin luminescence; inhibition, % at 10 µM; 1.8% of 330,000 active;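 active means inhibition above about 50% at the single tested dose, limit read from the data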;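 further: plate controls were DMSO wells with enzyme for no effect and DMSO wells lacking enzyme for full effect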
SENP7 block – SENP7 protease inhibition. Q9BQF6. 1.5% of 330,000 active. AID 434973. inhibition, % at 5 µM. recombinant SENP7, Z-RLRGG-aminoluciferin luminescence, 40 min;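 active means inhibition above about 50% at the single test dose, limit read from the data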;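 further: plate controls were DMSO with enzyme for no effect and no enzyme buffer wells for full effect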
Target sequence (Q9BQF6 706-1050 limits assumed): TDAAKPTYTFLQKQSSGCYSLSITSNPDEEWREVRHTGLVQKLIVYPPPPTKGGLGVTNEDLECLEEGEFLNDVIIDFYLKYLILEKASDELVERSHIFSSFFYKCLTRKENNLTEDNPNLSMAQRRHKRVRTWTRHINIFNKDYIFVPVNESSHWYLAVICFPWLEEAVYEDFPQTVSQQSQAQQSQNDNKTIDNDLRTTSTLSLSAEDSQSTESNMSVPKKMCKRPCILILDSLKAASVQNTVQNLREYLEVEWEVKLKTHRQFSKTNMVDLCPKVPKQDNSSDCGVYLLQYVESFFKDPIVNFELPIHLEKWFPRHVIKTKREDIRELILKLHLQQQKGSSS
NALP3 yeast inh – blocks the NALP3 inflammasome reconstituted in yeast; Yeast reconstituted NLRP3/ASC/caspase-1, beta-gal luminescence, 24 h; inhibition, % at 10 µM; 0.39% of 330,000 active;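 active means inhibition of 50% or more; inactive means inhibition below 50%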;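 further: plate controls were induced DMSO wells for no effect and uninduced yeast grown without galactose for full effect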
SENP8 block-2 – SENP8 (human) protease inhibition. Q96LD8. recombinant SENP8, Nedd8 substrate fluorescence. inhibition, % at 20 µM. 0.64% of 360,000 active. AID 602440; in the data active means inhibition mostly above about 40%, no sharp cut-off; inactive means mostly below about 27%
HKDC1 inhibitor – inhibitors of human hexokinase HKDC1; 0.16% of 340,000 active; Q2TB90; recombinant HKDC1, G6PDH/diaphorase resazurin coupled fluorescence; inhibition, % at 20 µM;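 active means inhibition above about 35% when tested at 20 µM, limit read from the data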;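 further: plate controls were DMSO wells with enzyme for no effect and DMSO wells lacking enzyme for full effect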
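Material: recombinant HKDC1 hexokinase; Amount: HKDC1 at 5 µg/mL; Medium: Tris pH 8.0 buffer with MgCl2, Tween-20, BSA, BME; Schedule: 90 min reaction incubation at room temperature, dark; Technique: coupled resazurin fluorescence, excitation 525 nm, emission 613 nm.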
Apaf1 inhib – human Apaf-1 inhibition; O14727; reconstituted apoptosome caspase-3 activity, DEVD-Rh110 fluorescence; inhibition, % at 20 µM; 0.71% of 330,000 active; AID 489030; active means inhibition of at least 40% at 20 µM;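 further: plate controls were DMSO wells for no effect and DEVD-CHO caspase inhibitor wells for full effect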
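System – cell-free apoptosome with Apaf-1, procaspase-3 and caspase-9 · Buffer or medium – pH 7.5 Hepes buffer with CHAPS, BSA, DTT · Also added – cytochrome c with DEVD-Rh110 · Times – 30 min compound preincubation, 50 min activation, room temperature · Technique – Rh110 fluorescence intensity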
PfG6PD inh – PfG6PD (Plasmodium falciparum) enzyme inhibition; inhibition, % at 20 µM; 0.78% of 350,000 active; PfGluPho enzyme, NADPH resazurin-diaphorase fluorescence;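 active means inhibition reaching at least a set limit at 20 µM in the primary screen, cut at about 59% in these data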;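 further: 0% = DMSO wells with substrate and 100% = DMSO wells lacking glucose-6-phosphate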
Starred values were filed as active, the others as inactive; . = no result given.

The first 14 entries, ahead of the listing:
SMILES	SENP8 block-1	SENP1 FRET inh	SENP6 block	SENP7 block	NALP3 yeast inh	SENP8 block-2	HKDC1 inhibitor	Apaf1 inhib	PfG6PD inh
O=C(c1cccc([N+](=O)[O-])c1)N1CCCN(C(=O)c2cccc([N+](=O)[O-])c2)CC1	-5	2	-2	8	8	20	11	-15	-11
O=C(O)CCCCCCCCc1cn(Cc2ccc(C(=O)c3ccccc3)cc2)nn1	-11	5	-4	13	23	12	-5	3	14
CC(=O)c1cccc(NC(=O)CCc2nnc3ccc(N4CCN(C)CC4)nn23)c1	5	1	5	1	17	5	1	0	-8
O=C1NN(c2ccccc2)C(=O)/C1=C/c1ccc(-c2ccc(C(=O)O)cc2)o1	0	-37	23	-1	33	-155	4	7	1
COc1ccc(Cc2nnc(SCC(=O)NC(C)c3ccccc3)o2)cc1 (stereo not drawn)	1	4	-1	1	15	19	6	1	0
CCOC(=O)[C@H]1[C@H]2COc3ccc(Cl)cc3[C@@H]2N2C(=O)CN(Cc3ccc(OC)cc3)C(=O)[C@@]12C	1	-3	2	7	11	5	2	6	3
O=C(NN=C1C2CC3CC(C2)CC1C3)c1cccs1	8	1	-5	-6	22	17	-9	-8	14
COc1ccc(S(=O)(=O)Nc2nnc(C)s2)cc1	3	1	-4	5	1	23	-13	15	12
COc1ccc(Cl)cc1NC(=O)c1nc2nc(C)cc(C(F)F)n2n1	5	2	5	-3	12	-5	-3	3	9
COC(=O)COc1ccc(NC(=O)C2CCCO2)cc1 (stereo not drawn)	-10	-1	-10	-11	-6	7	-14	-31	-2
O=C(Nc1ccccc1)c1cccc(N2C(=O)C3C4CC(C(Br)C4Br)C3C2=O)c1 (stereo not drawn)	-12	2	-17	-7	5	-4	-2	-7	10
CCCCCCCCCCC(=O)NNC(=O)c1c(O)c2ccccc2n(CC)c1=O	0	.	0	0	14	.	.	18	.
COc1cc(NC(=O)c2cccs2)c(OC)cc1NC(=O)CCC(=O)Nc1ccc(C)cc1	4	0	4	-3	10	13	0	0	-13
CC(C)(NC(=O)N1CCCC1)c1cccc(C(C)(C)NC(=O)N2CCCC2)c1	-7	3	-16	10	15	29	-7	-9	-14

All compounds of this part, from the start:
SMILES	SENP8 block-1	SENP1 FRET inh	SENP6 block	SENP7 block	NALP3 yeast inh	SENP8 block-2	HKDC1 inhibitor	Apaf1 inhib	PfG6PD inh
O=C(c1cccc([N+](=O)[O-])c1)N1CCCN(C(=O)c2cccc([N+](=O)[O-])c2)CC1	-5	2	-2	8	8	20	11	-15	-11
O=C(O)CCCCCCCCc1cn(Cc2ccc(C(=O)c3ccccc3)cc2)nn1	-11	5	-4	13	23	12	-5	3	14
CC(=O)c1cccc(NC(=O)CCc2nnc3ccc(N4CCN(C)CC4)nn23)c1	5	1	5	1	17	5	1	0	-8
O=C1NN(c2ccccc2)C(=O)/C1=C/c1ccc(-c2ccc(C(=O)O)cc2)o1	0	-37	23	-1	33	-155	4	7	1
COc1ccc(Cc2nnc(SCC(=O)NC(C)c3ccccc3)o2)cc1 (stereo not drawn)	1	4	-1	1	15	19	6	1	0
CCOC(=O)[C@H]1[C@H]2COc3ccc(Cl)cc3[C@@H]2N2C(=O)CN(Cc3ccc(OC)cc3)C(=O)[C@@]12C	1	-3	2	7	11	5	2	6	3
O=C(NN=C1C2CC3CC(C2)CC1C3)c1cccs1	8	1	-5	-6	22	17	-9	-8	14
COc1ccc(S(=O)(=O)Nc2nnc(C)s2)cc1	3	1	-4	5	1	23	-13	15	12
COc1ccc(Cl)cc1NC(=O)c1nc2nc(C)cc(C(F)F)n2n1	5	2	5	-3	12	-5	-3	3	9
COC(=O)COc1ccc(NC(=O)C2CCCO2)cc1 (stereo not drawn)	-10	-1	-10	-11	-6	7	-14	-31	-2
O=C(Nc1ccccc1)c1cccc(N2C(=O)C3C4CC(C(Br)C4Br)C3C2=O)c1 (stereo not drawn)	-12	2	-17	-7	5	-4	-2	-7	10
CCCCCCCCCCC(=O)NNC(=O)c1c(O)c2ccccc2n(CC)c1=O	0	.	0	0	14	.	.	18	.
COc1cc(NC(=O)c2cccs2)c(OC)cc1NC(=O)CCC(=O)Nc1ccc(C)cc1	4	0	4	-3	10	13	0	0	-13
CC(C)(NC(=O)N1CCCC1)c1cccc(C(C)(C)NC(=O)N2CCCC2)c1	-7	3	-16	10	15	29	-7	-9	-14
CCCc1nc(-c2cc3ccccc3[nH]c2=O)no1	-1	-6	-16	14	15	-456	1	-5	-1
COC(=O)[C@@H]1CC[C@H](C)[C@@H](c2ccc(C)cc2)N1C(=O)c1ccc(/C=N/OCC[C@@H]2C=C[C@H](OC(C)=O)[C@@H](COC(C)=O)O2)cc1	-14	.	-18	20	3	.	.	20	.
FCCCOc1ccc(-c2nccc(-c3ccc(Cl)cc3)n2)cc1	-11	1	-24	-11	3	2	1	12	1
CC1(C)C(=O)NCCN1C(=O)CCC(=O)O	7	2	-10	-1	13	4	-12	-7	-4
Cc1ncsc1C(=O)NCc1ccc(N2CCCC2=O)cc1	2	2	-6	1	6	1	-7	-21	-7
COc1cc(OC)cc(C(=O)Oc2c(CN3CCOCC3)cc(Cl)c3cccnc23)c1	0	1	-10	9	33	24	-1	9	0

Reprinted from the part before: 2 compounds, followed by the next part.
SMILES	SENP8 block-1	SENP1 FRET inh	SENP6 block	SENP7 block	NALP3 yeast inh	SENP8 block-2	HKDC1 inhibitor	Apaf1 inhib	PfG6PD inh
Cc1ncsc1C(=O)NCc1ccc(N2CCCC2=O)cc1	2	2	-6	1	6	1	-7	-21	-7
COc1cc(OC)cc(C(=O)Oc2c(CN3CCOCC3)cc(Cl)c3cccnc23)c1	0	1	-10	9	33	24	-1	9	0
CSc1ccc(CN2CCN(S(=O)(=O)Cc3ccccc3)CC2)cc1	5	-1	8	-6	39	-37	-3	4	-4
COc1ccc(N(CC(=O)NN=C2CCCC2)S(=O)(=O)c2ccccc2)cc1	2	2	-4	1	14	20	-2	-23	-15
CN(C)S(=O)(=O)n1cc(/C=C(\NC(=O)c2ccccc2Cl)C(=O)NCCN2CCOCC2)c2ccccc21	-3	2	3	6	12	2	5	9	-5
NC(=O)CSc1nnc(Cc2ccc3c(c2)OCO3)n1C1CCCCC1	4	2	-19	-11	2	7	1	6	-7
CN(CC(=O)Nc1ccc(F)c(F)c1)S(=O)(=O)c1cccc2nsnc12	4	1	0	3	22	25	-5	3	-8
Cc1cc(S(=O)(=O)Nc2ccc(C(=O)N3CCN(c4ccccc4O)CC3)cc2)ccc1F	3	0	-7	-8	30	0	6	20	3
COc1ccc(N(CC(=O)Nc2ccc(C)c(C)c2)S(=O)(=O)c2c(C)noc2C)cc1	-11	2	-6	0	-8	19	9	11	14
O=C(Nc1cccnc1)C(Cc1ccccc1)n1cccc1 (stereo not drawn)	-6	-5	-6	7	-3	13	-3	2	9
O=C(Nc1ccc(N2CCOCC2)c(Cl)c1)c1cc2ccccc2o1	2	2	28	9	12	4	2	18	126*
CCCCC1=CC2=C(c3ccco3)C(=O)C(C)(OC(=O)c3ccc(OC)cc3)C(=O)C2=CN1Cc1ccco1 (stereo not drawn)	2	31	-25	-3	12	-4	15	11	27
O=S(=O)(c1ccc(NCc2ccc(F)cc2)nc1)N1CCCC1	-4	1	-38	-4	-5	11	-5	-2	11
O=C(N/N=C/c1ccc(F)cc1)c1ccncc1	8	1	11	-7	15	12	-4	-3	11
O=C(Nc1ccc(Cl)c(Cl)c1)c1ccncc1	2	-1	27	24	-1	32	-3	6	6
CCOC(=O)[C@H](C)N1[C@H](C)[C@H](c2ccccc2)Oc2ccc(Cl)cc2S1(=O)=O	.	1	.	.	.	-3	5	.	19
Cc1onc(-c2ccccc2)c1C(=O)OCC(=O)N(CC(C)C)c1c(N)n(Cc2ccccc2)c(=O)[nH]c1=O	1	2	4	-2	15	3	1	5	-2
CC1(C)CC(NC(=O)c2cc(S(=O)(=O)N3CCOCC3)c(Cl)cc2Cl)CC(C)(C)N1	-7	2	-20	-7	6	12	-7	1	-12
COc1cc(CN2CCC(C(=O)NC3CCCC3)CC2)cc(Br)c1O	-13	-2	1	-2	10	18	-6	8	3
NC(=O)c1ccc(N2CCN(c3ccc(O)cc3)CC2)c([N+](=O)[O-])c1	9	-1	-2	1	3	9	0	-1	66*
Nc1nc(COC(=O)C2CC(=O)N(CCc3ccccc3)C2)nc(Nc2ccccc2)n1 (stereo not drawn)	-13	2	-16	-13	-3	9	-6	2	9
Cc1ccccc1C(=O)NNC(=S)Nc1cccc(C(F)(F)F)c1	-7	2	-7	-6	4	3	-21	15	1
COc1cccc(CNCc2ccccc2Br)c1OC	3	2	13	6	21	11	1	-5	-12
CC(=O)CC(=O)Nc1ccc(Cl)cn1	-11	-1	-9	-8	12	5	16	2	1
CCn1cc(CNC(=O)/C=C/c2cnn(C)c2)c(C)n1	-2	4	-31	2	-3	12	8	-7	-2
Cc1nc2ccccn2c1CN(C)C(=O)C1CCC(=O)N(CCc2cccc(F)c2)C1 (stereo not drawn)	0	3	-4	-1	-1	-75	-3	-6	-2
O=C(Nc1ccccc1F)c1ccccc1-c1ccc(C(F)(F)F)cc1	-1	3	4	4	20	-3	-3	0	22
CCN1CCN(C(=O)c2ccc(N3CC4CC(C3)c3cccc(=O)n3C4)c(NC(=O)c3cc(OC)cc(OC)c3)c2)CC1 (stereo not drawn)	-3	2	-10	-2	8	10	-4	-1	-5
CCCCCc1ccc(-c2ccc(/C=C/C(N)=O)cc2)nc1	-6	-4	17	-1	18	-234	-10	1	0
COc1cc(OC)cc(C(=O)N[C@H](C(=O)Nc2cc(F)ccc2C)C(C)C)c1	-2	0	-14	0	12	8	-3	10	4
